Screening data: PubChem BioAssay, The Scripps Research Institute Molecular Screening Center
GPR151 activ: human GPR151 activation; Q8TDV0; PathHunter beta-arrestin GPR151 cells, luminescence; activation, % at 11.2 µM; 650,000 compounds, 1% hits; in the data active = activation above about 4.9%;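 note: 0% = median of compound wells and 100% = cells with positive control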
Target sequence (Q8TDV0 whole entry, looked up): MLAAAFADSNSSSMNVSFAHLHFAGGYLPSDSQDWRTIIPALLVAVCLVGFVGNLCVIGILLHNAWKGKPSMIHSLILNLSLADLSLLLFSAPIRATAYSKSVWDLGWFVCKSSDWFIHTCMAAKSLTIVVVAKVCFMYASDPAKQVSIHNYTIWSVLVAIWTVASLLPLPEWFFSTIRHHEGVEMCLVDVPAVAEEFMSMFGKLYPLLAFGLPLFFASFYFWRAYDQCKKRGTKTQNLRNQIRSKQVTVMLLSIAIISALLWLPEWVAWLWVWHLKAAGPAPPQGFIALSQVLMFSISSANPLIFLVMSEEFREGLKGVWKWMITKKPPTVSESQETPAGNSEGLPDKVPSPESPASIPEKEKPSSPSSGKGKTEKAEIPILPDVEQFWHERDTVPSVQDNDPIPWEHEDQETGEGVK
TEAD-YAP inh: TEAD-YAP interaction inhibition; 640,000 compounds, 1.4% hits; AID 1259422; inhibition, % at 9.12 µM; HEK-TIYL cells, TEAD-Gal4/YAP UAS-luciferase luminescence; in the data active = inhibition above about 32%;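 note: 0% = median of test compound wells and 100% = reference inhibitor wells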
FBW7 activator: activators of human E3 ligase FBW7; normalized activity (activation), % at 26.1 µM; AID 1259310; AlphaScreen FBW7–phospho-cyclin E peptide binding, activator screen; 650,000 compounds, 0.13% hits; in the data active = normalized activity above about 1.9%;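 note: purified mutant Fbw7 with reduced substrate affinity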
MITF inh: human MITF inhibition, primary screen; O75030; inhibition, % at 2.6 µM; 650,000 compounds, 0.91% hits; AlphaScreen MITF homodimerization, bead proximity signal; in the data active = inhibition above about 50%;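 note: 0% = vehicle wells with protein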
Target sequence (O75030 whole entry, looked up): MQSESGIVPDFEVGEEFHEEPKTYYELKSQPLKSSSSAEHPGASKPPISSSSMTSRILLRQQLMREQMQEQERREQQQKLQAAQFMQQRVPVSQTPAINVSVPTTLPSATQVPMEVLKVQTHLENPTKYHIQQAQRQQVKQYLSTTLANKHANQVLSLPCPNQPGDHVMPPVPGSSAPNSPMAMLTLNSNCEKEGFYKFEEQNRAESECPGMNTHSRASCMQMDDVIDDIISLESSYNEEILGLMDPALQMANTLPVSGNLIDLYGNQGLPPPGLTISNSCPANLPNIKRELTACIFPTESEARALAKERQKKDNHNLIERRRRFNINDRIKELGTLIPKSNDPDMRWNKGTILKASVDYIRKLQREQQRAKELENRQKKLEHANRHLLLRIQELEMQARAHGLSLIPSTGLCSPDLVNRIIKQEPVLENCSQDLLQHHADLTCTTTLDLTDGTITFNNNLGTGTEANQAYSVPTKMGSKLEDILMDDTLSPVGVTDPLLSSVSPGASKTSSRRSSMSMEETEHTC
* hit, by the source's call; . = not tested or not shown.

Every second line gives: GPR151 activ | TEAD-YAP inh | FBW7 activator | MITF inh
CN(Cc1ccccc1)S(=O)(=O)c1nnc(NC(=O)c2ccccc2F)s1
  4.1 | -13 | -0.1 | -6
CCOC(=O)c1sc2ncn(CC(=O)Nc3ccc(OC)cc3OC)c(=O)c2c1C
  -0.8 | 8 | 0.0 | -6
CCC(=O)N(CCN(CC)CC)c1nc2ccccc2s1
  -2.1 | -13 | 0.4 | 3
COc1ccccc1/C=C/CN1CCNC(=O)C1CC(=O)NCCc1c[nH]c2ccccc12 (centres undefined)
  1.2 | 15 | -0.3 | 2
CCC(C)C(NC(=S)Nc1ccccc1)C(=O)O (centres undefined)
  -0.2 | -1 | 0.3 | 13
CSC1=NCCN1C(=O)c1cccc(C(F)(F)F)c1
  1.2 | 0 | -0.1 | -4
O=C1CS/C(=N\N=C\c2c(O)ccc3ccccc23)N1
  -0.4 | -3 | 0.1 | 16
O=C1NC(=S)S/C1=C\c1cccc(OS(=O)(=O)c2cccc([N+](=O)[O-])c2)c1
  -0.3 | 24 | 0.5 | -4
O=C1OC(c2ccc(Cl)c([N+](=O)[O-])c2)=N/C1=C\c1ccc(OC(F)(F)F)cc1
  0.2 | 8 | 0.2 | 5
COc1cc(CN2CCC(C)CC2)c([N+](=O)[O-])cc1OC
  -0.2 | 0 | 0.1 | -6
CC[C@H](Cn1nc(-c2ccc(OC)cc2)ccc1=O)NC(=O)c1ccc2nc(C)[nH]c2c1
  -0.5 | 5 | 0.0 | -3
COc1ccc(C(=O)Nc2cc3c(C)cc(=O)oc3cc2C)cc1OC
  0.9 | 6 | 0.1 | 2
COc1ccc2nc(NC(=O)CSc3nnc4nc(C)cc(C)n34)sc2c1
  -0.9 | 13 | 1.0 | 7
Cc1sc(NC(=O)c2ccc(Br)s2)c(C#N)c1C
  -0.7 | -35 | 0.0 | 6
CN1C(=O)c2ccc(NC(=S)NC(=O)c3cc4ccccc4oc3=O)cc2C1=O
  0.1 | -9 | -0.1 | 14
Cc1ccc(-c2n[nH]c3c2C(c2ccc(C(C)C)cc2)N(c2ccc(F)cc2)C3=O)cc1 (centres undefined)
  0.7 | -7 | 0.1 | 14
CCN1C(=O)/C(=C\C(=O)c2cccs2)c2cc(Br)ccc21
  -2.7 | -4 | 0.4 | 10
Cc1ccc(-c2nc3scc(CCNC(=O)C(=O)Nc4ccc(F)cc4F)n3n2)cc1
  -1.5 | 7 | 0.0 | 0
CCOC(=O)C1=C(c2ccccc2)N=c2s/c(=C\c3ccc(OC)c(OCC)c3)c(=O)n2C1c1ccc2c(c1)OCO2 (centres undefined)
  -0.7 | -2 | -0.1 | -8
COc1ccc(C2=NN(CC(=O)NCCN3CCOCC3)C(=O)CC2)cc1
  -0.6 | 6 | 0.2 | 10
C/C(=N\Nc1ccc([N+](=O)[O-])cc1)c1ccc([N+](=O)[O-])cc1
  -0.7 | 5 | 0.0 | 6
O=C1NN(c2ccccc2)C(=O)/C1=C\c1ccccc1O
  -0.1 | 8 | 0.5 | 15
NC(=O)COC(=O)c1cc2nc(Nc3ccccc3)sc2s1
  -1.9 | -12 | 0.8 | 1
Cc1ccc(S(=O)(=O)NC(CC(=O)NCC2CCCO2)c2ccccc2)cc1 (centres undefined)
  -1.2 | 4 | 0.0 | 12
CCOc1cccc(C2Oc3nc(SC)nnc3-c3ccccc3N2C(=O)CC)c1OC(=O)CC (centres undefined)
  -1.0 | -10 | -0.1 | 7
COc1cc(/C=N/n2c(C)nnc2C)ccc1OS(=O)(=O)c1ccc(C)c([N+](=O)[O-])c1
  0.8 | 13 | -0.1 | 12
COc1ccc(NC(=O)COc2ccc(Cl)cc2)c2ccccc12
  -0.4 | 6 | -0.2 | -6
COc1ccc(CC(=O)NCC2CCCN(C(=O)c3ocnc3C)C2)cc1 (centres undefined)
  -1.0 | -6 | 0.2 | 5
COc1cccc(CNS(=O)(=O)c2cn(C)cn2)c1
  -1.4 | -2 | -0.2 | 7
CCOC(CNC(=O)c1ccc2c(c1)ncn2-c1ccc(C(C)C)cc1)OCC
  1.3 | 14 | 0.0 | -6
O=C(Cc1cccs1)N1CCN(S(=O)(=O)C2CC2)CC1
  -1.0 | -11 | 0.0 | 6
CCCCCC(=O)NC(=S)Nc1ccc2[nH]c(=O)[nH]c2c1
  2.2 | 8 | 0.3 | 1
Cc1ccc(NC(=O)c2sc3ncn(CC(=O)Nc4ccc(C)c(Cl)c4)c(=O)c3c2C)c(Br)c1
  0.1 | -2 | -0.1 | 25
Cc1ccc(-n2cc(C(=O)N3CCN(Cc4ccccc4)CC3)c3ccccc3c2=O)cc1C
  -1.6 | 18 | 0.5 | 3
CC12CCC(C(=O)Nc3ccc4c(c3)OCO4)(OC1=O)C2(C)C (centres undefined)
  0.0 | 8 | -0.1 | -1
Cn1cccc1C(=O)NC(=O)COC(=O)c1ccc(S(=O)(=O)NCc2ccco2)cc1
  -1.0 | 3 | 0.1 | 6
COCCNC(=O)c1sc2ncn(Cc3ccccc3Cl)c(=O)c2c1C
  -1.3 | 1 | 0.6 | 24
Cn1c(=O)c2c(nc(Cl)n2CC#N)n(C)c1=O
  2.9 | 8 | 0.0 | 6
CCN(CC)C1CCN(C(=O)CCc2nnc(-c3cc(C)oc3C)o2)C1 (centres undefined)
  0.7 | 1 | -0.1 | -6
CCOc1ccc2ccc(OCC)c(C=C(C#N)C#N)c2c1
  -0.3 | -28 | -0.4 | -2
Cc1ccc2[nH]c(=O)c(CN(CC3CCCO3)C(=O)C(F)(F)F)cc2c1 (centres undefined)
  0.5 | 2 | 0.1 | 9
Cc1ncc(CO)c2cc(C(=O)NCc3cccc(Cl)c3)c(=N)oc12
  -0.3 | 2 | 0.1 | -5
CC1(C)CC(=O)c2cn(-c3ccc(Cl)cc3)c(=N)c(C#N)c2C1
  0.6 | -8 | 0.0 | 55*
CC(C)NC(=O)CCn1nc(-c2ccc(Cl)cc2)ccc1=O
  1.0 | -4 | 0.0 | 1
COc1cc(S(=O)(=O)N2CCCCC2)ccc1NC(=O)c1ccccc1Cl
  -0.3 | 0 | 0.4 | 0
CCOc1ccc(NC(=O)CSc2nc3ccccc3nc2N2CCOCC2)cc1
  -0.4 | 5 | -0.2 | -4
Cc1ccc(C(=O)CCNc2ccc(C)c(C)c2)o1
  -0.5 | -19 | 0.0 | 14
CCOCCCNS(=O)(=O)c1ccc2c(c1)CCN2C(=O)C1CC1
  -0.3 | 1 | 0.1 | -17
CCOC(=O)c1cnc2nc(NCc3ccc(F)cc3)[nH]n2c1=O
  0.7 | 1 | 0.1 | -1
CC(OC(=O)CCC(=O)c1ccc(F)cc1)C(N)=O (centres undefined)
  0.9 | 6 | 0.1 | 1
Cc1cccn2c(CNCCC3COc4ccccc4O3)c(C(=O)N3CCCCC3)nc12 (centres undefined)
  1.9 | 6 | -0.1 | 5
CCN(CC)c1ccc(CN2CCc3nnc(C4CCCO4)n3CC2)cc1 (centres undefined)
  1.0 | 4 | 0.1 | 5
CCN(CC)c1cc(Nc2ccc(Cl)cc2)c([N+](=O)[O-])c2nonc12
  -0.1 | 3 | 0.1 | -5
CCCc1cc(Nc2ccc(C(C)=O)cc2)n2ncnc2n1
  -0.7 | -47 | -0.4 | -5
O=S(=O)(c1ccc(-c2ccc(Cl)cc2)cc1)N1CCOCC1
  -1.0 | -5 | -0.2 | -4
Cc1cccc(Nc2nc(NCCC3=CCCCC3)nc(N3CCCC3)n2)c1
  0.8 | -6 | 0.0 | -3
NS(=O)(=O)c1ccc(CCNC2CC(=O)N(c3ccc(F)cc3)C2=O)cc1 (centres undefined)
  -1.4 | -5 | 0.6 | 18
Cc1ccc(S(=O)(=O)NC(=O)Nc2ccccc2Sc2ccccc2)cc1
  0.6 | 1 | 0.1 | 10
O=C1N[C@@H](CO)C(=O)N2C[C@@H](NCc3cccs3)C[C@@H]12
  -0.2 | -6 | 0.6 | 10
O=C(CCCn1cccc1)NCc1ccccc1Cl
  -1.2 | -23 | -0.1 | 4

(further entries)
Every second line gives: GPR151 activ | TEAD-YAP inh | FBW7 activator | MITF inh
COc1ccc(NC(=O)c2cnc(N3CCOCC3)nc2)cc1
  -1.8 | 0 | 0.0 | -3
COc1ccccc1Oc1ccc(N2C(=O)C3C4C=CC(C4)C3C2=O)cc1 (centres undefined)
  2.1 | 6 | 0.6 | 11
Cc1oc(-c2ccccc2)nc1C(=O)Nc1ccc(F)c(F)c1
  -0.1 | -16 | 0.2 | 14
CCC1C(=O)NCCN1C(=O)CCc1nnc(Cc2c[nH]c3ccccc23)o1 (centres undefined)
  1.0 | -3 | 0.1 | -16
O=C(CN(c1cccc(Cl)c1Cl)S(=O)(=O)c1ccccc1)NCCSc1ccccn1
  1.0 | -6 | 0.4 | 13
CC1CN(C(=O)CSc2nc(-c3ccccc3)cc(=O)[nH]2)CC(C)O1 (centres undefined)
  -0.9 | 1 | 0.4 | 9
Cc1cc([N+](=O)[O-])ccc1NC(=O)COc1ccc(Cl)cc1Cl
  -0.6 | -5 | -0.1 | -8
O=C1C(Br)=CC(=O)c2c(O)cccc21
  1.0 | -32 | -0.5 | 20
O=C(CC1CCS(=O)(=O)C1)NC1CCCCC1 (centres undefined)
  0.9 | -5 | -0.1 | -4
COc1cc(NC(=O)CSc2nc(C)c(C(=O)Nc3ccccc3)c(-c3ccc(Cl)cc3)c2C#N)c(OC)cc1Cl
  -0.7 | 6 | 0.1 | 12
O=C(NNC(=O)c1cccc(Cl)c1)c1cccc(F)c1
  1.4 | -13 | -0.1 | 11
Cc1cc2cc(CNC(=O)c3ccc4c(c3)OCO4)ccc2[nH]1
  0.3 | 9 | 0.2 | 9
O=C(COC(=O)c1ccccc1)NC1CCCC1
  2.4 | -3 | 0.1 | 5
COc1ccc(C2=NN(c3nc(-c4ccc(S(=O)(=O)N5CCCCC5)cc4)cs3)C(c3ccco3)C2)cc1 (centres undefined)
  -0.5 | 2 | 0.8 | 0
CCCOC(=O)C1=C(C)NC2=C(C(=O)CCC2)C1c1ccc(OCC)c(OC)c1 (centres undefined)
  2.1 | 2 | 0.1 | 12
COc1ccc(NC(C)=O)cc1NC(=O)C(=O)c1c(C)n(C)c2ccccc12
  0.4 | 5 | 0.0 | -1
Brc1cccc(CSc2nnnn2-c2cccc3ccccc23)c1
  -1.0 | 2 | 0.7 | 3
CCOC(=O)CSc1nc2cc(C(=O)NCc3ccccc3)ccc2c(=O)n1CCc1ccccc1
  -0.7 | 7 | 0.2 | 7
Clc1ccc(OCCn2ccnc2)c(Cl)c1
  -0.4 | -2 | -0.1 | 40
CCOC(=O)c1sc2nc(SCC(=O)c3ccc(Br)cc3)n(CCC3=CCCCC3)c(=O)c2c1C
  1.4 | 0 | -0.1 | 10
O=C(O)c1ccc(Cl)c(S(=O)(=O)N2CCC(C(=O)O)CC2)c1
  -1.6 | 0 | 0.0 | 9
CCCCN(CC)C(=O)c1c(-c2c(Cl)cccc2Cl)noc1C
  0.8 | 2 | 0.1 | 4
Cc1ccc(C)c(S(=O)(=O)N2CCCC2CNC(=O)c2c(F)cccc2F)c1 (centres undefined)
  -1.3 | 1 | 0.1 | 3
CC(C)OC(=O)CCC/C=C\C[C@@H]1[C@@H](/C=C/C(F)(F)COc2ccccc2)[C@H](O)C[C@@H]1O
  2.2 | . | . | -5
CCOC(=O)c1sc(N2C(=O)C(=O)/C(=C(/O)c3ccccc3)C2c2ccc(Cl)cc2)nc1C (centres undefined)
  0.4 | -4 | -0.1 | -3
CCOC(=O)c1nc(Nc2cc(C)cc(C)c2)c2ccccc2n1
  0.6 | 18 | 0.0 | -4
COc1ccc(CCNc2ccnc(NC3CCC(O)CC3)n2)cc1 (centres undefined)
  -0.1 | 12 | -0.2 | 7
COc1ccc2oc(=O)c(S(=O)(=O)c3ccc(C)c(C)c3)cc2c1
  -0.3 | 0 | 0.3 | 9
Cn1c(=O)c2c(ncn2CC(=O)Nc2ccccn2)n(C)c1=O
  0.1 | -8 | 0.0 | -11
COC(=O)NC(Nc1sc2c(c1C(N)=O)CCCC2)(C(=O)OC)C(F)(F)F (centres undefined)
  1.2 | 7 | 0.0 | 6
N#CC1=C2N=C(N)c3c(sc4c3CCCCC4)N2C2=C(C(=O)CCC2)C1c1ccc(Cl)cc1Cl (centres undefined)
  1.4 | 15 | -0.1 | 14
Cc1ccc(S(=O)(=O)NS(=O)(=O)c2ccccc2)cc1
  0.8 | 0 | 0.1 | -13
O=C(/C=C/c1ccc(Cl)c([N+](=O)[O-])c1)NCc1cccnc1
  -0.4 | -3 | -0.1 | 12
Cc1cc(C)nc(NC(=O)c2ccccc2C)c1
  0.9 | 1 | 0.1 | 18
Cc1ccc(C(C)(C)C)cc1S(=O)(=O)Nc1cccc(C(=O)O)c1
  1.8 | -4 | 0.1 | 10
COc1ccc(Br)cc1COC(=O)c1ccc([N+](=O)[O-])cc1
  -1.1 | 1 | 0.1 | 3
Cc1onc(-c2c(Cl)cccc2Cl)c1C(=O)N(C)C1CCCCC1
  -0.7 | 0 | 0.3 | 15
COc1cc(/C=N/n2c(-c3ccccc3)n[nH]c2=S)ccc1O
  2.2 | 2 | 0.0 | 8
CSc1cccc(CNC(=O)CCCn2nnnc2CN2CCC(C)CC2)c1
  0.9 | -12 | -0.1 | 11
Cc1ccc(Cl)cc1N1CCN(C(=O)C(C)C)CC1
  0.9 | -1 | -0.2 | -1
